Compound activity from PubChem.
APE1 inh: blocks human APE1 abasic DNA cleavage; Potency, µM (highest dose often 65.8 µM), for inactives: top-dose activity change, negative = inhibition, hits mostly inhibitors; P27695; AID 2517; recombinant APE1, TAMRA/BHQ-2 abasic DNA cleavage fluorescence; 350,000 tested, 0.35% active;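 also: potency is read from the fitted curve at half-maximal effect; plate controls were vehicle for no effect and reference inhibitor for full effect; nearly all actives have a fitted effect of over 55% in size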
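Readout is kinetic fluorescence (ex 525, em 598 nm) from cleavage of 50 nM TAMRA/BHQ-2 THF abasic duplex by 0.75 nM APE1, compound added 15 min beforehand at RT.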
Pol beta inh: DNA polymerase beta (human) inhibition; P06746; Pol beta primer extension/strand displacement, fluorescence kinetic; Potency, µM (highest dose often 114 µM), for the others: at the top dose activity change, negative = inhibition, usual class: inhibitors; 340,000 tested, 1.3% active; also: potency is read from the fitted curve at half-maximal effect; % is scaled to controls: 0 for no effect and ±100 for the full control effect
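Enzyme-only controls used 10 nM Pol beta; buffer lacking enzyme served as negative control. Compound preincubated 15 min, then 50 nM substrate added; 0 and 10 min reads at room temperature.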
12-LOX inh: blocks human arachidonate 12S-lipoxygenase. 580,000 tested, 1.1% active. purified 12hLO, xylenol orange hydroperoxide absorbance. P18054. AID 1671190. Potency, µM (series often up to 108 µM), for the others: at the top dose activity change, negative = inhibition, actives largely listed as inhibitors; also: potency is read from the fitted curve at half-maximal effect; % is scaled to controls: 0 for no effect and ±100 for the full control effect
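Purified human 12hLO (150 nM final) in 25 mM Hepes, 0.01% Triton X-100, pH 7.0 was preincubated 15 min at room temperature with compound. Then 40 uM arachidonic acid was added, 30 min. Hydroperoxide was read by Fe-XO absorbance ratio 573/405 nm.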
TRHR ag: TRH receptor (human) agonism; P34981; TRHR cells, calcium flux fluo-8, FDSS agonist mode; activation, % at 2 µM; 360,000 tested, 0.18% active; AID 493084; in the data active = activation above about 30%; also: 0% is about no effect
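TRHR-expressing cells loaded with fluo-8 calcium dye; 23 nL library compound pin-transferred, kinetic FDSS fluorescence (Ex 480/Em 530) recorded about 180 s for agonist-induced calcium release, before a 10 nM TRH EC20 addition for potentiator mode.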
Pol iota inh: DNA polymerase iota (human) inhibition; 390,000 tested, 1% active; Pol iota fluorescent replication assay, 10 min; Q9UNA4; Potency, µM (highest dose often 115 µM), without a hit: at the highest dose activity, negative = inhibition, actives largely listed as inhibitors; also: potency is read from the fitted curve at half-maximal effect
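Fluorescent replication assay read twice, at 0 min and 10 min after adding 50 nM (final) substrate. Enzyme (10 nM) and compounds were first incubated 15 min at room temperature; enzyme-free buffer wells were negative controls.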
BLM inh: inhibitors of human Bloom syndrome helicase BLM | P54132 | recombinant BLM DNA unwinding, fluorescence dequenching | Potency, µM (doses to about 56.1 µM), without a hit: top-dose activity change, negative = inhibition, usual class: inhibitors | 350,000 tested, 0.2% active | AID 2528;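 also: potency is read from the fitted curve at half-maximal effect; plate controls were vehicle for no effect and no enzyme for full effect; nearly all actives have a fitted effect of over 35% in size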
Pol kappa inh: DNA polymerase kappa (human) inhibition; 400,000 tested, 0.53% active; purified Pol kappa, fluorescent DNA synthesis assay, 10 min; AID 588579; Potency, µM (titrated, usually from 107 µM), for the others: at the top dose activity, negative = inhibition, most hits filed as inhibitors; Q9UBT6; also: potency is read from the fitted curve at half-maximal effect; % is scaled to controls: 0 for no effect and ±100 for the full control effect
Target sequence (Q9UBT6 whole entry, looked up): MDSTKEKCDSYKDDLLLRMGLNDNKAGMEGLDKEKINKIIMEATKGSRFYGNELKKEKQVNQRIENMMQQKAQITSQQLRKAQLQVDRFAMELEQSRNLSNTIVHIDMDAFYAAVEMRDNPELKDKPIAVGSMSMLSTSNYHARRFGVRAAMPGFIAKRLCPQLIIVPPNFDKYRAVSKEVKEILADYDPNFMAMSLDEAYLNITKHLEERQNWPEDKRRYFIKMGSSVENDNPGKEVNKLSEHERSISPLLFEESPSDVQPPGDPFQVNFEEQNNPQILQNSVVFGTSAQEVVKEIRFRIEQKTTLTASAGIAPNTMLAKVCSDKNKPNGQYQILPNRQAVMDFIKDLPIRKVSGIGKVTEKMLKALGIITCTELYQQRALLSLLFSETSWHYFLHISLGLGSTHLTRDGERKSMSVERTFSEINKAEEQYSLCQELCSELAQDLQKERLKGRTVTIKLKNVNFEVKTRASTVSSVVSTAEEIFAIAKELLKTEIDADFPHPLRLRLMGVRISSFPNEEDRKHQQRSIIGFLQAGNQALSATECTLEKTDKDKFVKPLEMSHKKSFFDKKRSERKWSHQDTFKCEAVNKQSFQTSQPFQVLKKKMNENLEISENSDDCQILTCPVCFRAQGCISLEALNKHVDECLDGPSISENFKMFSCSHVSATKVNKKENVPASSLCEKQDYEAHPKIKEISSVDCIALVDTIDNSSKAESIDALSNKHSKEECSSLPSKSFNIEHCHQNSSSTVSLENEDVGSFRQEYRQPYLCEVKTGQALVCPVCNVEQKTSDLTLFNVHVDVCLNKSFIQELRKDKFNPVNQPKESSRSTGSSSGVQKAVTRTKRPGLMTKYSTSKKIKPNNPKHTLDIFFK
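10 nM Pol kappa preincubated 15 min at room temperature with compounds, then reaction started with substrate at 50 nM final. Fluorescence read kinetically at 0 and 10 min; buffer-only wells served as negative control.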
Apoferritin bind: binds horse apoferritin like a general anesthetic. 350,000 tested, 0.074% active. Potency, µM (highest dose often 77.5 µM), without a hit: top-dose activity change, negative = displacement, usual class: inhibitors. AID 485281. apoferritin/1-aminoanthracene competitive binding, fluorescence; also: potency is read from the fitted curve at half-maximal effect; % is scaled to controls: 0 for no effect and ±100 for the full control effect; nearly all actives have a fitted effect of over 20% in size
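Apoferritin-based anesthetic binding model; compound displacement of fluorescent 1-AMA measured as endpoint fluorescence after 10 minutes at room temperature, scaled to free-ligand and complex controls.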
ERG Ets-DNA blk: inhibitors of human ERG Ets domain-DNA interaction; P11308; fluorescence polarization, His-ERG Ets domain / labelled DNA; Potency, µM (doses to about 76.9 µM), for the others: at the highest dose FP activity, negative = inhibition, actives largely listed as inhibitors; 370,000 tested, 0.028% active; AID 624246; active = well fitted inhibition curve with a large enough effect in the polarisation, with a control signal flat; inconclusive = small, poorly fitted or top-dose-only effect, or effect the other way, or a change in a side signal; inactive = no such curve, though single readings can be large or run the other way; the % refers to the polarisation;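 also: polarization taken with two DNA probes labelled with fluorescein and Texas red; potency is read from the fitted curve at half-maximal effect; % of control where 0% means no effect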
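His-tagged ERG Ets domain (1 uM in the protein solution; 300mM KCl, 50mM Tris-HCl, 1mM EDTA, 1mM DTT, pH 7.5) received compound, then a probe mix of 5 nM fluorescein-DNA and 100nM Texas-615-DNA. Fluorescence polarization was read for both dyes.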
* marks the source's active call; other numbers are inactive results; i = inactive; ? = inconclusive; / = no result given; & = joins results of further samples; [ ] = another dose, or the depositor's remark. Unless noted, calls follow the shape of the dose curve; as a rule, active = well fitted curve in the direction sought with a large enough effect; inconclusive = small, poorly fitted or top-dose-only effect, or another doubt; inactive = no such curve, though single readings can be large; an effect the other way counts as inactive or inconclusive. A portion of the library. The share of hits here may be higher or lower than overall.

canonical_smiles	APE1 inh	Pol beta inh	12-LOX inh	TRHR ag	Pol iota inh	BLM inh	Pol kappa inh	Apoferritin bind	ERG Ets-DNA blk
COc1ccccc1N1CCN(Cc2ccc(SC)cc2)CC1	-6%	-1%	0%	-0.5	8%	-1%	-4%	1%	18%
CCN(CC)C(=O)c1ccc2c(c1)C1C(Cl)C(Sc3ccccc3[N+](=O)[O-])CC1C(C(=O)O)N2 (stereo unspecified)	-11%	50µM*	/	-1.4	?	-25%	?	?	10%
COc1ccc(-c2nc(CS(=O)CC(=O)N3CCC4(CC3)OCCO4)c(C)o2)cc1 (stereo unspecified)	1%	34%	0%	0.1	20%	0%	-4%	-7%	5%
CC(C)(C)C(=O)N1Cc2ccccc2-n2nncc2C1	/	/	-1%	/	3%	/	0%	/	0%
COc1ccc(N2C(=O)NC(=O)/C(=C/c3ccc4c(c3)Cc3ccccc3-4)C2=O)cc1	3%	7%	/	0.0	/	3%	/	-21%	/
O=C(C1CCN(S(=O)(=O)c2ccccc2)CC1)N1CCC2(CC1)OCCO2	6%	2%	0%	0.2	11%	-10%	-13%	-9%	3%
COc1ccc(CN2C(=O)NC(=O)/C(=C\c3ccco3)C2=O)cc1	22µM*	13µM*	40µM*	3.6	?	?	25µM*	-17%	78%[activator]
O=C(Cn1cc(C(=O)c2ccccc2F)c2ccccc21)NC1CC1	3%	14%	9%	1.0	85%[activator]	-5%	0%	-8%	2%
CCOC(=O)C1C(C=C(C)C)C1(C)C (stereo unspecified)	-2%	/	/	/	/	-17%	-4%[60.1 µM]	3%	/
Cc1ccc(-n2c(O)c(C=Nc3ccc(Br)cn3)c(=O)[nH]c2=O)cc1	-5%	23%	-12%	-1.2	72%[activator]	-3%	2%	-13%	2%
COc1cccc(C2(O)CCN(Cc3ccncc3)CC2)c1	3%	-2%	0%	0.6	-5%	-3%	-2%[60.1 µM]	-7%	7%
COP(=S)(OC)SCn1nnc2ccccc2c1=O	-5%&1%	/	?	/	69%[activator]	2%	-6%	?	-4%
COC(=O)c1ccccc1NC(=O)N1C[C@@H]2C[C@@H](C1)c1cccc(=O)n1C2	-3%	20%	30%	0.0	14%	3%	16%	-5%	-12%
COc1ccc(C(=O)N2C[C@H]3C[C@@H](C2)c2cccc(=O)n2C3)cc1OC	14%	22%	45%[activator]	0.2	20%	-2%	-12%	-5%	1%
C/C(CC(=O)Nc1ccccn1)=N\NC(=O)Cc1cccc2ccccc12	-1%	-2%	2%	-0.7	?	-1%	13%	-4%	9%
Cc1ccc2c(c1)=C/C(=C\c1c(O)[nH]c(=O)[nH]c1=O)C(=O)N=2	0%	22%	-27%	-0.1	8%	-11%	6%	83%[activator]	1%
O=C(Oc1cccnc1)c1ccc(Cl)cc1	1%	7%	-6%	-0.3	25%	1%	-6%	-7%	5%
COC(=O)C1=C(c2ccc(Cl)c(C(F)(F)F)c2)C[C@@H]2CC[C@H]1N2C(=O)NC1CC1	-13%	/	-7%	-0.3	22%	/	-12%	/	-2%
O=[N+]([O-])c1ccc(Sc2nc3ccccc3o2)c([N+](=O)[O-])c1	1%	5%	-22%	-1.3	11µM*	-12%	-4%	-16%	1%
Cc1ccc(-c2cc(-c3ccc(C)cc3)[n+](-c3ccc(C(=O)[O-])cc3)c(-c3ccc(C)cc3)c2)cc1	41%[activator]	/	?	5.0	-6%	/	-13%	/	-1%
C[N+]12CCC(CC1)C(C#N)(N1CCOCC1)C2 (stereo unspecified)	0%	0%	?	0.6	-4%	0%	-28%	-16%	2%
O[C@@H]1CCCN2C[C@@H](O)[C@@H](O)C12 (stereo partly specified)	-1%	/	6%[365 µM]	/	/	/	6%[19.4 µM]	1%	/
Cn1c(O)c(/C=N/N2CCOCC2)c(=O)n(C)c1=S	21%	46%	162%[activator]	0.6	-12%[58.9 µM]	-1%	-9%	3%	-2%
CCCCCCC(C)(C)c1ccc([C@@H]2C[C@H](O)CC[C@H]2CCCO)c(O)c1	-35%&-10%	-9%[57.1 µM]	?	0.6	?	/	?	/	-8%
CCOC(=O)CNC(=O)CSP(=S)(OCC)OCC	-5%	-4%	0%	-1.9	11%	1%	-10%	-7%	-2%
CCCCc1ccc2[nH]cc(CCN)c2c1	-7%	8%	-26%	9.0	?	3%	-5%[60.1 µM]	-19%	/
CCC1(CC)C(=O)NC(=O)N(CCc2ccccn2)C1=O	/	/	?	/	11%	/	-2%	/	6%
Nc1c(C(=O)NCCc2ccccc2)c2nc3ccccc3nc2n1CCN1CCOCC1	-5%	1%	-14%	1.7	?	-13%	-13%	7%	/
CC(Oc1ccc(Cl)cc1Cl)C(=O)Nc1ccc(S(=O)(=O)Nc2cnc3ccccc3n2)cc1 (stereo unspecified)	-10%	?	/	1.3	-3%	-23%	0%	-16%	-11%
CCOC(=O)c1ccc(N2C(=O)c3n[nH]c(-c4cccs4)c3C2c2ccc(OC)cc2OC)cc1 (stereo unspecified)	/	2%	-19%&-15%	1.5	41%[activator]	-15%	-15%	-15%	-1%

Results follow in this order: APE1 inh | Pol beta inh | 12-LOX inh | TRHR ag | Pol iota inh | BLM inh | Pol kappa inh | Apoferritin bind | ERG Ets-DNA blk
CC(C)(C)C(O)C(Oc1ccc(Cl)cc1)n1cncn1 (stereo unspecified)
  11% | ? | 4% | 0.6 | -13% | 0% | -11% | -5% | 11%
COc1ccccc1CCNC1CCCCCC1
  1% | 55% | 0% | -0.1 | -12% | 4% | -1% | -3% | -4%
CC(C)NC(C)Cc1ccc(I)cc1 (stereo unspecified)
  8%&-3% | -6%[57.1 µM] | -12% | 1.8 | -11% | -4% | 1%[60.1 µM] | / | -2%
O=P(O)(Oc1ccccc1)OC(c1ccccc1)C(F)(F)F (stereo unspecified)
  -1% | 2% | -17% | 0.5 | 23% | 2% | -6% | 1% | 13%
CCc1n[nH]c(CCN)n1
  3% | -5% | ? | 0.0 | ? | 0% | -2% | 1% | 17%
CN1CC(C(=O)c2ccc(Cl)cc2)C(c2ccc(Cl)cc2Cl)C1 (stereo unspecified)
  71%[activator] | -1% | -20% | -1.6 | 23% | -11% | -2% | -5% | -2%
COC(=O)c1ccc(NC(=O)NC(=O)Oc2ccccc2)cc1
  25% | / | 7% | -0.8 | -4% | / | -2% | / | -11%
COc1cc2c(cc1OC)C1[C@H]3C(=CC[C@H]1OC2O)CCN3C (stereo partly specified)
  44% | / | -8% | / | 3% | / | 11% | / | -12%
Cc1ccccc1NC(=O)Cc1nc(COC(=O)Cc2ccccc2)cs1
  24% | / | 188%[activator] | 3.1 | 48%[activator] | / | -22% | / | 10%
C#CCOCCOCCOCCNc1nc(N2CCN(C(=O)CCCCCCCCCCNC(=O)[C@H]([C@@H](C)CC)n3cc(CCCCN=C(N)N)nn3)CC2)nc(N2CCN(C(=O)CCCCCCCCCCNC(=O)[C@H](CO)n3cc(CCCCCN)nn3)CC2)n1
  ? | / | / | 0.4 | ? | / | 12% | / | 19%
CCSc1nnc(NC(=O)c2cccn(Cc3ccccc3Cl)c2=O)s1
  / | 19% | 0% | -0.1 | 34%[activator] | 1% | -2%[60.1 µM] | -6% | 0%
CN(C)c1ccc(C(=O)N/N=C/C23CC[C@@H](O)CC2(O)CC[C@@H]2[C@@H]3CCC3(C)C(C4=CC(=O)OC4)CCC23O)cc1 (stereo partly specified)
  0% | 0% | 12% | 0.0 | -12% | 0% | 9% | -19% | 8%
CC1=C[C@@H]2c3cccc4[nH]cc(c34)C[C@H]2N(C)C1
  ? | -1% | i | 7.5 | -2% | -1% | -6% | 22%&2% | -2%
Cc1ccccc1NC1(C#N)CCCCC1
  -1% | 0% | -1% | 0.1 | 5% | -6% | 6% | -4% | -2%

3 structures out of the list, sorted by number of heavy atoms, highest first.
Results follow in this order: APE1 inh | Pol beta inh | 12-LOX inh | TRHR ag | Pol iota inh | BLM inh | Pol kappa inh | Apoferritin bind | ERG Ets-DNA blk
Cc1ccccc1NC(=O)Cc1nc(COC(=O)Cc2ccccc2)cs1
  24% | / | 188%[activator] | 3.1 | 48%[activator] | / | -22% | / | 10%
CCSc1nnc(NC(=O)c2cccn(Cc3ccccc3Cl)c2=O)s1
  / | 19% | 0% | -0.1 | 34%[activator] | 1% | -2%[60.1 µM] | -6% | 0%
CC(C)NC(C)Cc1ccc(I)cc1 (stereo unspecified)
  8%&-3% | -6%[57.1 µM] | -12% | 1.8 | -11% | -4% | 1%[60.1 µM] | / | -2%
